# PKM2 act: qHTS Assay for Activators of Human Muscle isoform 2 Pyruvate Kinase; purified PKM2, Kinase-Glo ATP luminescence, activation; response scale: 0% is enzyme alone, no compound; Potency, µM (top dose mostly 57.5 µM), without a hit: at the top dose activation, usual class: activators; actives 0.34% (n = 260,000); AID 1631, 2009; note: potency is the fitted concentration of half-maximal effect; % is set by controls: 0 for no effect and ±100 for the full control effect; nearly all actives have a fitted effect of over 55% in size
# Target sequence (P14618 whole entry, looked up, canonical isoform): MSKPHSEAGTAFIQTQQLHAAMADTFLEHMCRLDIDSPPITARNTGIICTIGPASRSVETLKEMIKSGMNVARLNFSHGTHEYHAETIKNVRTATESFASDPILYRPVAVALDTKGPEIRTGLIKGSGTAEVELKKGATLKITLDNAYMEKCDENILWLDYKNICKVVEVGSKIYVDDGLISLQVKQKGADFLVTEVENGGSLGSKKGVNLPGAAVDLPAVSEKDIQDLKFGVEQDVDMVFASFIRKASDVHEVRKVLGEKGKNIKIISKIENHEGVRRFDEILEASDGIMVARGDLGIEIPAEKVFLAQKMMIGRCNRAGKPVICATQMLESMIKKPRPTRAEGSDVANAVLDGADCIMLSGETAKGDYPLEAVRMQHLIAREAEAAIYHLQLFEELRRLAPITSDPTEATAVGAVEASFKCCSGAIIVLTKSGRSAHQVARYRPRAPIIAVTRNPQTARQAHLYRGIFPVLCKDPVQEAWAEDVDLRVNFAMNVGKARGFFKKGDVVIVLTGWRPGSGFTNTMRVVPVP
#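 Kinase-Glo luminescence reports ATP generated from ADP (0.1 mM) and PEP (0.5 mM) by purified hPK-M2 after 1 h at room temperature, pH 7.2 imidazole buffer; intermediate enzyme activity allows detecting inhibitors and activators.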
# Giardia killer: Small Molecules that selectively kill Giardia lamblia: qHTS. Giardia lamblia trophozoite viability. activity change, % at 7.66 µM, hits read low. actives 0.15% (n = 340,000). AID 540267, 2011; in the data active = activity change below about -80%; inconclusive = between about -30% and that limit;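 note: parasites exposed to compound for two days anaerobically before the ATP read; % is set by controls: 0 for no effect and ±100 for the full control effect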
#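 Trophozoites 100 cells/well + cpd; 48 hrs, 37 deg C, anaerobic. ATPLite 1-Step added, 15-30 min RT, luminescence read (ATP-based viability).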
# BRCA1 expr up: qHTS Assay to Identify Small Molecule Activators of BRCA1 Expression. MCF7-BRCA1-FFLuc reporter, luminescence, 48 h; response scale: scaled: vehicle 0%, 10 µM genistein 100%. actives 1.1% (n = 380,000). Potency, µM (doses to about 46.1 µM), for inactives: at the top dose activation, hits mostly activators; note: potency is the fitted concentration of half-maximal effect; nearly all actives have a fitted effect of over 80% in size; some results filed as inactive show a strong effect at the top dose
#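 Reporter cells (MCF7, BRCA1 promoter-firefly luciferase) received library compounds across a concentration series for 48 h. End-point luminescence was measured and concentration-effect curves derived after normalization.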
# ELG1 genotox: qHTS screen for small molecules that induce genotoxicity in human embryonic kidney (HEK293T) cells expressing luciferase-tagged ELG1 | HEK293T ELG1-luciferase reporter, luminescence, 16 h | Potency, µM (top dose mostly 46 µM), without a hit: at the highest dose activity change, positive = activation, actives largely listed as activators | actives 1.3% (n = 330,000); note: potency is the fitted concentration of half-maximal effect; % of control where 0% means no effect; nearly all actives have a fitted effect of over 60% in size
#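 Genotoxic stress is detected as increased luminescence from luciferase-tagged ELG1 in HEK293T cells, measured with ONE-Glo after a 16 hr treatment at 37 °C.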
# FLuc modulator: qHTS profiling assay for firefly luciferase inhibitor/activator using purifed enzyme and Km concentrations of substrates (counterscreen for miR-21 project); AID 588342, 2011; actives 6.9% (n = 360,000); purified FLuc, Km substrates, luminescence inhibition; Potency, µM (highest dose often 57.5 µM), inactives show top-dose activity change, negative = inhibition, hits mostly inhibitors;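 note: potency is the fitted concentration of half-maximal effect; plate controls were vehicle for no effect and reference inhibitor for full effect; nearly all actives have a fitted effect of over 55% in size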
#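 Purified P. pyralis luciferase, 10 nM final, with Km-level 10 uM D-luciferin and 10 uM ATP in 50 mM Tris acetate pH 7.5, 10 mM Mg acetate, 0.01% Tween-20, 0.05% BSA; 6-point qHTS titration about 60 µM downward; luminescence read.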
# Rab9 prom act: qHTS Assay for Rab9 Promoter Activators | Huh7 Rab9 promoter-luciferase reporter, luminescence, 24 h | Potency, µM (doses to about 9.22 µM), inactives show at the top dose activation, negative = inhibition, most hits filed as activators | actives 2.8% (n = 320,000); note: potency is the fitted concentration of half-maximal effect; % of control where 0% means no effect; nearly all actives have a fitted effect of over 60% in size
#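 Luminescence read-out: Huh7 cells stably expressing Rab9-luciferase, treated 24 h with compound at 37 °C, then lysed with luciferase reagent for 10 min at ambient before reading.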
# NPC1 prom act: qHTS Assay for NPC1 Promoter Activators. Huh7 NPC1 promoter luciferase reporter, 24 h. Potency, µM (titrated, usually from 9.22 µM), without a hit: at the top dose activation, most hits filed as activators. actives 2.4% (n = 320,000);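 note: potency is the fitted concentration of half-maximal effect; % of control where 0% means no effect; nearly all actives have a fitted effect of over 60% in size; reporter is driven by a mutant NPC1 promoter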
#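 NPC1 promoter–luciferase Huh7 cells; 24 h compound; luminescence.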
# Gal4-VP16 FLuc: VP16 counterscreen qHTS for inhibitors of ROR gamma transcriptional activity; Drosophila S2 Gal4-VP16 UAS-luciferase, luminescence, 20 h; Potency, µM (top dose mostly 53.6 µM), for the others: at the highest dose activity, negative = inhibition, hits mostly inhibitors; actives 3.5% (n = 310,000);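 note: Gal4-VP16 expression switched on by copper sulfate through the metallothionein promoter; potency is the fitted concentration of half-maximal effect; % is set by controls: 0 for no effect and ±100 for the full control effect; nearly all actives have a fitted effect of over 50% in size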
# Menin MLL FP TR: qHTS Assay for Inhibitors Targeting the Menin-MLL Interaction in MLL Related Leukemias: Competition With Texas Red Labeled MLL-derived Mutant Peptide; Menin + Texas Red MLL mutant peptide, fluorescence polarization; Potency, µM (top dose mostly 61.6 µM), for the others: at the highest dose FP activity change, negative = inhibition, usual class: inhibitors; actives 0.23% (n = 270,000); active = well fitted inhibition curve with a large enough effect in the polarisation, with a control signal flat, not every such curve was filed as active; inconclusive = small, poorly fitted or top-dose-only effect, or effect the other way, or a change in a side signal; inactive = no such curve, though single readings can be large or run the other way; the % refers to the polarisation; note: potency is the fitted concentration of half-maximal effect; % of control where 0% means no effect; many of its hits are not listed in these tables
# Target sequence (O00255 whole entry, looked up): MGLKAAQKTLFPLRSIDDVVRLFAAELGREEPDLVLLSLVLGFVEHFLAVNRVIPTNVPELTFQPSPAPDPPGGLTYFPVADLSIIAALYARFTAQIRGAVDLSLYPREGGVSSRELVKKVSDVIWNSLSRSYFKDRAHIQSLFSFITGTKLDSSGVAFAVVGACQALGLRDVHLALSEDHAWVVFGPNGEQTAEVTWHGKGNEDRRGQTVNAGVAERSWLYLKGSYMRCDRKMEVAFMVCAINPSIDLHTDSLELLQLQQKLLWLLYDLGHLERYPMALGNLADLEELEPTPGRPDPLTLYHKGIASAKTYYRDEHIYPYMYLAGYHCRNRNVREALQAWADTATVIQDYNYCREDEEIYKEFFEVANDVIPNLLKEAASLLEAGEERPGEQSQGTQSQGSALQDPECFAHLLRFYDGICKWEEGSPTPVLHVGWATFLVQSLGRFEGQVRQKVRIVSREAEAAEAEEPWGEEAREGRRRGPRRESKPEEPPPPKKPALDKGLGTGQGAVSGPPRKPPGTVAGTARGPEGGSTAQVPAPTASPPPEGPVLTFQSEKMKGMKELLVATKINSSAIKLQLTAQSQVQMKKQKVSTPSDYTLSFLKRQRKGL
# RORgamma inh: qHTS for inhibitors of ROR gamma transcriptional activity. Nuclear receptor ROR-gamma (Mus musculus), P51450. Drosophila S2 Gal4-RORgamma UAS-luciferase reporter, 20 h. Potency, µM (top dose mostly 53.6 µM), inactives show at the top dose activity change, negative = inhibition, most hits filed as inhibitors. actives 5.4% (n = 310,000). AID 2551, 2010; note: potency is the fitted concentration of half-maximal effect; % is set by controls: 0 for no effect and ±100 for the full control effect; nearly all actives have a fitted effect of over 60% in size
#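 Stable Schneider cell line, Gal4 DNA-binding domain fused to ROR gamma, UAS-luciferase. Cmpd 1 hr RT → CuSO4 700 uM final → 20 hr RT → luciferase reagent 10 min → luminescence.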
# p53 reactivation: qHTS assay for re-activators of p53 using a Luc reporter. H1299 p53-A138V BP100-luciferase reporter, luminescence, 24 h. Potency, µM (titrated, usually from 92.2 µM), for inactives: at the highest dose activity change, positive = activation, hits mostly activators. actives 0.063% (n = 320,000). AID 504706, 2011; note: potency is the fitted concentration of half-maximal effect; % of control where 0% means no effect; nearly all actives have a fitted effect of over 45% in size
#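 H1299 (p53-null), stable ts p53-A138V + BP100-Luc; 1000 cells/well, Opti-MEM/10% FBS; cpd 4 pt, 1:5; 24 h, 37 deg C, 5% CO2; detection reagent 10 min RT; luminescence.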
# Starred values were filed as active, the others as inactive; u = inconclusive; x = not tested or not shown; [ ] = another dose, or the depositor's remark. Unless noted, calls come from the whole dose curve; as a rule, active = well fitted curve in the direction sought with a large enough effect; inconclusive = small, poorly fitted or top-dose-only effect, or another doubt; inactive = no such curve, though single readings can be large; an effect the other way counts as inactive or inconclusive. The list is partial; the hit share may differ from the screen's.
molecule	Giardia killer	BRCA1 expr up	PKM2 act	Gal4-VP16 FLuc	Rab9 prom act	FLuc modulator	Menin MLL FP TR	NPC1 prom act	RORgamma inh	ELG1 genotox	p53 reactivation
Nc1nc(=S)c2ncn(C3OC(CO)C(O)C3O)c2[nH]1 (stereo not drawn)	5.2	-26.7%	2.9%	3.9%	1.1%	-16.8%	u	0.3%	-2.1%	-1.2%	2.2%
O=C(c1cc2nc(-c3ccc(F)cc3)cc(C(F)(F)F)n2n1)N1CCCC1	x	x	-7.6%	1.9%	-1.6%	5.5%	-21.0%	-1.9%	1.5%	1.1%	5.8%
Cc1ccc(NC(=O)COC(=O)C(CC(C)C)N2C(=O)C3CC=CCC3C2=O)c(C)c1 (stereo not drawn)	5.6	-8.1%	0.8%	6.4%	-5.8%	-0.7%	0.5%	-3.9%	-1.1%	0.3%	1.2%
O=C(CN1C2=NCCN2c2ccccc21)c1ccc2c(c1)OCO2	-21.5	34.0%	0.0%	1.0%	-0.8%	-0.5%	5.3%	0.7%	-8.8%	-1.8%	-11.1%
CS(=O)(=O)Nc1ccccc1C(=O)NCC1(N2CCCCC2)CCCCC1	22.1	-9.7%	-2.0%	8.4%	4.4%	0.3%	-7.6%	2.2%	-10.7%	2.9%	2.8%
O=C(COc1ncnc2sccc12)NC1CCCc2ccccc21 (stereo not drawn)	2.8	-25.3%	-0.7%	-5.2%	-2.2%	-2.1%	-1.6%	-0.8%	25.6%	0.5%	0.7%
COc1ccc(Cl)cc1NC(=S)NNC(=O)C1(C)CC1(Cl)Cl (stereo not drawn)	-6.5	-24.7%	-0.5%	-11.1%	-7.3%	u	u	-0.8%	-30.6%	-1.0%	1.8%
C=CCO/N=C(\C)c1c(O)c(C)c(-c2ccccc2)n(-c2ccccc2)c1=O	-0.8	-1.0%	-13.9%	-12.1%	1.5%	-3.8%	0.6%	0.6%	u	-3.4%	-10.1%
O=C(CN1C(=O)C2CC=CCC2C1=O)NCC(=O)Nc1ccc(F)c(F)c1F (stereo not drawn)	-24.2	-3.6%	0.6%	6.6%	17.1%	-2.4%	-14.1%	6.0%	9.2%	1.9%	-0.6%
Cc1nn(-c2ccc(Cl)cc2)c2sc(C(=O)c3c(N)n(C)c(=O)n(C)c3=O)cc12	0.9	-51.8%	5.1%	-9.3%	-9.8%	2.8%	u	2.2%	13.6%	0.3%	5.6%
O=C(CCN1C(=O)C2CC=CCC2C1=O)Nc1cc(C(F)(F)F)ccc1N1CCCC1 (stereo not drawn)	-13.5	-7.9%	x	x	0.8%	-0.9%	x	-0.2%	x	-2.8%	2.9%
CC(C)CN(C(=O)COC(=O)C(C)N1C(=O)c2ccccc2C1=O)c1c(N)n(Cc2ccccc2)c(=O)[nH]c1=O (stereo not drawn)	3.2	-3.0%	x	x	2.5%	4.4%	x	-5.7%	x	1.3%	8.5%

# Part of the list above, with each value named:
> Cc1ccc(NC(=O)COC(=O)C(CC(C)C)N2C(=O)C3CC=CCC3C2=O)c(C)c1 (stereo not drawn)
  Giardia killer = 5.6	BRCA1 expr up = -8.1%	PKM2 act = 0.8%	Gal4-VP16 FLuc = 6.4%	Rab9 prom act = -5.8%	FLuc modulator = -0.7%	Menin MLL FP TR = 0.5%	NPC1 prom act = -3.9%	RORgamma inh = -1.1%	ELG1 genotox = 0.3%	p53 reactivation = 1.2%
> COc1ccc(Cl)cc1NC(=S)NNC(=O)C1(C)CC1(Cl)Cl (stereo not drawn)
  Giardia killer = -6.5	BRCA1 expr up = -24.7%	PKM2 act = -0.5%	Gal4-VP16 FLuc = -11.1%	Rab9 prom act = -7.3%	FLuc modulator = u	Menin MLL FP TR = u	NPC1 prom act = -0.8%	RORgamma inh = -30.6%	ELG1 genotox = -1.0%	p53 reactivation = 1.8%

# Following part
molecule	Giardia killer	BRCA1 expr up	PKM2 act	Gal4-VP16 FLuc	Rab9 prom act	FLuc modulator	Menin MLL FP TR	NPC1 prom act	RORgamma inh	ELG1 genotox	p53 reactivation
COc1cccc(/C=N/N2CCOCC2)c1O	-17.4	99.3%	-30.0%	-0.1%	u	6.75µM*	8.2%	29.9%	-28.6%	u	u
CC(=O)Nc1ccc(S(=O)(=O)Nc2cc(C)cn(Cc3ccccc3)c2=O)cc1	28.5	-19.7%	0.4%	-22.3%	2.7%	4.1%	u	-0.9%	u	-9.8%	2.1%
COC(=O)Nc1nc(-c2cc(Cl)ccc2Cl)cs1	-11.2	-24.0%	u	-15.8%	-8.3%	-0.7%	-26.9%	-7.9%	-10.5%	7.1%	1.8%
COc1ccc(CCNC(=O)CCSc2nc(-c3ccco3)cc(C(F)(F)F)n2)cc1OC	-14.8	-33.5%	u	1.7%	-1.6%	-3.5%[2.3 µM]	-1.2%	-1.2%	-2.5%	-8.5%	-12.1%
CCNc1ccccc1C(=O)O	-5.2	-9.3%	5.3%	-1.5%	-6.7%	-5.7%	x	-4.4%	-10.2%	2.4%	1.5%
Cc1ccc2c(c1)NC(=O)C(N1CCOCC1)(C(F)(F)F)O2 (stereo not drawn)	1.0	-0.1%	-8.2%	-10.5%	-3.1%	4.3%	-0.8%	0.1%	3.4%	-0.7%	-16.4%
CCCCn1c(CCCNC(=O)c2ccco2)nc2ccccc21	3.4	-3.0%	1.0%	-2.8%	0.1%	2.9%	-1.3%	0.9%	14.1%	-12.1%	7.1%
Cc1cccn2c(=O)c3cc(C(=O)NCc4ccco4)c(=N)n(CCOCCO)c3nc12	-1.2	13.2%	-8.5%	-10.4%	1.1%	-10.3%	0.1%	2.1%	26.5%	-5.3%	-5.4%
Cc1cc(C)c(CN2CCC(N3CCC(C(=O)NCC4CCCO4)CC3)CC2)cc1C (stereo not drawn)	0.6	0.0%	x	-0.6%	-2.3%	0.8%	-5.5%	-4.2%	7.4%	-2.9%	-10.0%
O=C(O)C1CC(=O)N(c2ccc(OCc3ccccc3Cl)cc2)C1 (stereo not drawn)	1.9	-20.7%	5.5%	u	1.6%	u	-28.5%	3.3%	14.1µM*	1.9%	-0.3%
CCc1cccc(NC(=O)CN2C(=O)NC3(CCCCCCC3)C2=O)c1	12.8	-2.1%	6.2%	-0.6%	-0.5%	2.5%	9.1%	-8.9%	u	1.1%	-8.4%
COc1ccc(CNC(=O)c2cc3cccc(O)c3oc2=N)cc1	-20.5	11.8%	4.2%	-14.3%	-3.2%	u	19.8%	-3.0%	-34.0%	u	16.7%
COCCNC(=S)N1CCCN(c2nc3cc(C)ccc3cc2C#N)CC1	9.3	-14.4%	24.6%	-1.7%	-3.1%	2.4%	u	-3.5%	-18.9%	-0.1%	x
COC(=O)c1cc(S(=O)(=O)N2CCN(C(=O)c3ccco3)CC2)cn1C	47.6[activator]	2.3%	x	-9.2%	-4.7%	3.4%	x	1.5%	-7.5%	1.4%	1.6%
CCn1ccc(C(=O)Nc2ccccc2Cl)n1	14.0	3.16µM*	-3.6%	-9.0%	1.58µM*	10.7µM*	15.1%	2µM*	-14.3%	8.2µM*	4.1%
c1ccc(NC(c2ccccc2)c2ccncc2)cc1 (stereo not drawn)	29.8	9.2%	0.4%	6.8%	-6.4%	-1.3%	-10.8%	-6.7%	-4.6%	-5.7%	x
COc1ccccc1OCC(=O)NN1Cc2ccccc2C1=N	5.8	1.2%	0.9%	-2.8%	-4.8%	3.9%	-0.2%	-1.3%	-31.6%	-2.4%	3.5%
CCn1c(COc2ccccc2)nnc1SCC(=O)C(C)(C)C	-10.1	-25.7%	8.3%	-1.2%	2.8%	1.8%	-9.7%	-0.2%	2.0%	-3.6%	-6.8%
COc1cc(NC(=O)C(=O)NNC(=O)C2CCCCC2)c(OC)cc1Cl	4.0	-44.3%	-3.1%	u	-7.9%	2.2%	2.3%	-1.1%	u	-8.6%	-9.7%
CN(C)c1ccc(C(=O)/C=C/c2ccc(Br)cc2)cc1	-0.7	u	0.0%	7.0%	26.9%	1.69µM*	-7.0%	25.1%	u	12.8%	28.8%
CCCc1[nH]nc2c1C(c1ccc(OCCN3CCOCC3)c(OCC)c1)C(C#N)=C(N)O2 (stereo not drawn)	18.3	-2.3%	-1.2%	9.5%	1.0%	4.2%	-3.2%	-2.8%	-7.2%	4.6%	4.6%
COc1ccc(CCC(C)Nc2ccc(F)cc2)cc1 (stereo not drawn)	10.7	6.8%	6.4%	-4.4%	0.9%	u	u	6.9%	39.4%	-1.2%	11.6%
